# Screening results from PubChem.
# mHTT-CaM PPI inh – mutant huntingtin-calmodulin interaction inhibitors – biochemical, AlphaScreen, primary screen. P42858. AlphaScreen His-mHTT/GST-CaM binding, luminescence. inhibition, % at 15 µM. hit rate 3.6% among 190,000. AID 1671202, 2021;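 note: 0% = both proteins with DMSO and 100% = one protein alone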
# Target sequence (P42858 whole entry, looked up, stated change not applied): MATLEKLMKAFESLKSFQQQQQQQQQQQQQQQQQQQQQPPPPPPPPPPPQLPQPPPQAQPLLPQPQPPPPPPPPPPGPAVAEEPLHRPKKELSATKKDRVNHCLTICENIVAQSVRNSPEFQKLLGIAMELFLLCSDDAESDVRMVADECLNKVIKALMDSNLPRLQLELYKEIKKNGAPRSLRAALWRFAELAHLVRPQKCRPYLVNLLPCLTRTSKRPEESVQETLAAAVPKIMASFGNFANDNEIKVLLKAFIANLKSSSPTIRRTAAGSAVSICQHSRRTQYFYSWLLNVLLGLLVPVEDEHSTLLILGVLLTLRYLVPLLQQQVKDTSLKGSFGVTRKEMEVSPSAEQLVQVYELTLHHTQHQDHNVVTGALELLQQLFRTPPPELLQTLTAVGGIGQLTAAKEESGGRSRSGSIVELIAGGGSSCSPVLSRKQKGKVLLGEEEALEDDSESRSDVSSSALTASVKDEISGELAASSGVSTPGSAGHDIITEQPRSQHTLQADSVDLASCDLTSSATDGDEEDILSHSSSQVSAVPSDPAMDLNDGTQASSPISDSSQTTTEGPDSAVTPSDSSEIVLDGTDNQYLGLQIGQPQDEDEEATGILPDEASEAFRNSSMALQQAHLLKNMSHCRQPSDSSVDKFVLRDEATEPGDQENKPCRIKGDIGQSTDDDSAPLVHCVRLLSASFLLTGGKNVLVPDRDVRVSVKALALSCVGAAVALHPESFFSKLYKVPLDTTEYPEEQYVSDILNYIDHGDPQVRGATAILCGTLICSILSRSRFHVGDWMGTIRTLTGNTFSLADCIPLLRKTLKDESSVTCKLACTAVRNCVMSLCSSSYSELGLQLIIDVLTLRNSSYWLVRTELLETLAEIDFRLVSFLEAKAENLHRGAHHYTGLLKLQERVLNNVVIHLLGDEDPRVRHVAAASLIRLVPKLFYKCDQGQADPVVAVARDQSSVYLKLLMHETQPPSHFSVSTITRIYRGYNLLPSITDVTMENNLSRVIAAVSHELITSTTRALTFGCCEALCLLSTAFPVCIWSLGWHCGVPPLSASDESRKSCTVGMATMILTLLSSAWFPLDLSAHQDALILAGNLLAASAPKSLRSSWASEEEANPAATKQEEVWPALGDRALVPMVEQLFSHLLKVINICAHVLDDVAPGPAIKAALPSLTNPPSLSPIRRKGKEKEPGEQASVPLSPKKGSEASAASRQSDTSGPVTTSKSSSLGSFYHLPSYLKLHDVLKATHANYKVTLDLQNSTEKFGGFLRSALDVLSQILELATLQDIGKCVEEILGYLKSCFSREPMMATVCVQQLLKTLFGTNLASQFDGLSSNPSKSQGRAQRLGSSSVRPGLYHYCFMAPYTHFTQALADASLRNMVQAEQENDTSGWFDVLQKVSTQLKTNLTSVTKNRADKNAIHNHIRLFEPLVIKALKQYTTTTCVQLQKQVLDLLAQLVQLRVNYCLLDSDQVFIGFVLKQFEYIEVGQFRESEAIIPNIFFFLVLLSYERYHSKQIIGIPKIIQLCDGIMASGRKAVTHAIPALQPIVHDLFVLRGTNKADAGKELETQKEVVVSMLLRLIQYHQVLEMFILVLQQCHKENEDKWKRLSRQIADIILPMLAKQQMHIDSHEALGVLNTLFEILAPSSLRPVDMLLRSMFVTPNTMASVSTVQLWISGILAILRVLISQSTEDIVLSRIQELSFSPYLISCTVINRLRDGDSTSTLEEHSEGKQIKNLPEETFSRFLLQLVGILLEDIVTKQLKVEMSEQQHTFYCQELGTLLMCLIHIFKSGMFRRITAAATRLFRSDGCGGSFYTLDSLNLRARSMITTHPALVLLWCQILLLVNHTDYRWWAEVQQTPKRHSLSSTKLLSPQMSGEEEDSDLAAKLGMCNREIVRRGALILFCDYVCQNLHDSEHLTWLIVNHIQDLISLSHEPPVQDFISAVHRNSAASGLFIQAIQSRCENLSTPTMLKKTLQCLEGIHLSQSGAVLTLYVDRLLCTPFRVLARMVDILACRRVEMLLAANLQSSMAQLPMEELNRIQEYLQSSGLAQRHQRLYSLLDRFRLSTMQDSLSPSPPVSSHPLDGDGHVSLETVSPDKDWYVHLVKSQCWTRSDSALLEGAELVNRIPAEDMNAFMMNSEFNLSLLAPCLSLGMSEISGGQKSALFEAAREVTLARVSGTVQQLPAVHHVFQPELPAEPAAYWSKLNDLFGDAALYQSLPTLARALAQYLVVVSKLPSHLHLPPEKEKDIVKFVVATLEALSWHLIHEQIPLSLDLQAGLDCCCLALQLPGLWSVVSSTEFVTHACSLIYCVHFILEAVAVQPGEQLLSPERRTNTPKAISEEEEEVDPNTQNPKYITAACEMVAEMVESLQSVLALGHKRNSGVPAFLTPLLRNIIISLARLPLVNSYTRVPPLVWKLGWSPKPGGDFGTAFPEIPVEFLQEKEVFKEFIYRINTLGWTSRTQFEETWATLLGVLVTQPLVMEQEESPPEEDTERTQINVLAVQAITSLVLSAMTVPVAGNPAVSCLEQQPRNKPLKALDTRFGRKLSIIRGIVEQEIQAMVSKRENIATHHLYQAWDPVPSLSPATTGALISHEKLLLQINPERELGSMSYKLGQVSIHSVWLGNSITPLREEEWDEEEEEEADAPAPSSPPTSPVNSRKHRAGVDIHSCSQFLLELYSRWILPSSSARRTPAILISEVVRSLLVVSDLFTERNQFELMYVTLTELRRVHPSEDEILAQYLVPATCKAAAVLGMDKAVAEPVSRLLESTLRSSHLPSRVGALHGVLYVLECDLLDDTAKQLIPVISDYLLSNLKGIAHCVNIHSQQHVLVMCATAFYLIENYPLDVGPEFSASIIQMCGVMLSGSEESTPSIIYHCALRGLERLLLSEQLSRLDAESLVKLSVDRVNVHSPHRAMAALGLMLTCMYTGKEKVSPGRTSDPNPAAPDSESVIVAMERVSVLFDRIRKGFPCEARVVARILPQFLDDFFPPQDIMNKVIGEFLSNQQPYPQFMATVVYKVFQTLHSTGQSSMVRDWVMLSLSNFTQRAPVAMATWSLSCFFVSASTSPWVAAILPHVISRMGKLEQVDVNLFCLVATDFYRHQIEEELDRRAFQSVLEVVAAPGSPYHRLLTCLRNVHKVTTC
# Pf apPOL inh – Pf-apPOL inhibitors, biochemical, fluorescence; Plasmodium falciparum apicoplast DNA polymerase (apPOL); Recombinant Pf-apPOL, molecular beacon fluorescence, 1.5 h; hit rate 0.25% among 210,000; inhibition, % at 10 µM
# * marks the source's active call; other numbers are inactive results; / = not tested or not shown; & = joins results of further samples. Cut-off read from the data, not from the text of the source: active = inhibition above about 50%; inactive = the rest.
SMILES,mHTT-CaM PPI inh,Pf apPOL inh
O=C(CSc1nnnn1-c1ccccc1)Nc1ccc2c(c1)OCO2,8,-13
O=S(=O)(NCc1ccncc1)c1ccc(I)cc1,1,-4
CCOc1nc2cccc(C(=O)OC(C)OC(=O)OC3CCCCC3)c2n1Cc1ccc(-c2ccccc2-c2nn[nH]n2)cc1 (stereo not given),/,-28
O=C(c1cccc(Cl)c1)N1CCN(c2ccc(N3CCCCCC3)nn2)CC1,3,-7
O=C(NC1(c2nc(-c3ccncc3)no2)CCCCC1)c1ccc(C(F)(F)F)cc1,15,3
COc1ccccc1NC(=O)N1CCC2(CC1)NC(=O)c1ccc(F)cc1N2C,0,-3
CC(=O)N1CCC(N2CCC(C(=O)Nc3ccc(C)c(C)c3)CC2)CC1,-2,-8
CN1CCN(C(=O)c2csc(COc3cccc(Cl)c3)n2)CC1,7,-3
O=C(NC1CC1)c1ccc(NC(=O)C2CCC2)cc1,-2,-3
CC(=O)NC1=NC(=O)/C(=C/c2ccccc2OCc2ccc(C(=O)O)cc2)S1,1,-1
O=C(Nc1ccc(F)cc1)c1cc2n(n1)CCCN(Cc1cccc(F)c1)C2=O,2,7
Cn1nc(-c2nc(C3CC3)no2)c2c1CCN(C(=O)c1cccc(F)c1)C2,5,4
O=C1NC(=Nc2ccccc2)S/C1=C\c1ccc(-c2ccccc2[N+](=O)[O-])o1,44,-12
O=C(NC1CC(=O)N(C2CC2)C1)c1cc2ccccc2[nH]1 (stereo not given),-15,-5
O=C(NCC1OCCc2ccccc21)c1ccc(Br)cc1 (stereo not given),-4,11
Cc1n[nH]c(C)c1S(=O)(=O)N1CCC(C(=O)N2CCn3c2nc2ccccc23)CC1,0,-8
Cc1nn(-c2ccccc2)c2c1C(c1cccc([N+](=O)[O-])c1)C(C#N)=C(N)O2 (stereo not given),13,-4
O=C(O)Cc1nc2nc3c(c(=O)n2[nH]1)CCCC3,-7,/
Cc1cccc(OCC(=O)N2CCC3(C2)C(=O)Nc2ccccc23)c1 (stereo not given),16,-7
Fc1ccccc1OCCCCOc1ccccc1F,-24,-3
CC1CCC2(CC1)N=C(c1ccccc1)C(=O)N2CC(=O)Nc1ccc(F)cc1 (stereo not given),58*,-4
C=CCOc1ccccc1/C=C1\SC(=O)N(CN2CCCCC2)C1=O,4,-6
Cc1ccc(NC(=O)N2CCC(c3cc(N)on3)CC2)c(C)c1,-8,-7
CCCCOc1ccc(C(=O)NCC2(c3ccccc3)CCOCC2)cc1OC,6,-4
CC1CCCN(CN2C(=O)C(=O)c3cc(Br)ccc32)C1 (stereo not given),7,-4

# Other records
SMILES,mHTT-CaM PPI inh,Pf apPOL inh
O=C(O)/C=C1\NC(=O)c2ccccc21,-8,-7
COc1ccc2nc(NC(=O)c3cc([N+](=O)[O-])ccc3Cl)sc2c1,19,-5
Cn1nc(-c2nc(C3CC3)no2)c2c1CCN(C(=O)c1cc3c(s1)CCCC3)C2,29,-1
Cc1ncc([N+](=O)[O-])n1Cc1ccc(Cl)cc1,2,-6
Cc1oc(C(=O)Nc2ccc(C(=O)O)cc2)cc1COc1ccccc1,11,-1
O=C(NCc1ccc(Cl)cc1)C1c2ccccc2CCN1C(=O)C1CC1 (stereo not given),-6,-3
Cc1occc1C(=O)Nc1ccc2c(c1)OCO2,17,-3
CC1CCN(C(=O)c2ncoc2-c2ccccc2C(=O)N2CCCCC2)CC1,-1,-4
O=C(NCc1ccc(F)cc1)N1CCCC1c1cccc(F)c1 (stereo not given),-5,-4
O=C(Cc1ccccc1)Nc1cc(Cl)cc(Cl)c1,-45,-4
Cc1ccc(S(=O)(=O)N2CCC(CCNC(=O)NC3CCCCC3)CC2)cc1,42,-3
O=C(CCC1CCN(c2cc(NC3CC3)ncn2)CC1)NCc1ccncc1,1,-7
O=C(O)CSCC(=O)N1CCC2(CC1)OCCO2,/,-1
CC1(C(=O)NC2CCCCC2)Cc2ccccc2C(=O)N1Cc1ccccc1 (stereo not given),-6,-4
COc1ccc(N=Cc2nc(-c3ccccc3F)oc2O)c([N+](=O)[O-])c1,11,4
O=C(c1ccsc1)N1CCCC1(CO)Cc1ccccc1 (stereo not given),-2,-2
N=c1n(O)c(=N)n(O)c(=N)n1O,-3,/
Cc1cc(NS(=O)(=O)c2cccc([N+](=O)[O-])c2)c(C(C)C)c(Br)c1O,12,0
Cc1nc(OC(C)C)cc(N2CCN(C(=O)CCc3ccccc3)CC2)n1,-4,-2
O=C(Cn1cnc(-c2ccccc2)cc1=O)N1CCN(c2ccc(F)c(Cl)c2)CC1,-5,1
Cn1ncc([N+](=O)[O-])c1/C=C/N1CCOCC1,-4,2
C=CCN1CC(c2nc3ccccc3[nH]2)CC1=O (stereo not given),-4,-1
Cc1cccc(S(=O)(=O)N2CCC(c3cc(=O)n4nccc4n3C)CC2)c1,-6,-4
O=C1OC(c2cccc(Br)c2)=N/C1=C\c1cccc(I)c1,8,1
CCOC(=O)C1CCN(c2ccccc2CN2CCN(Cc3ccccc3)CC2)CC1,/,1&-7

# For convenience, part of the list above:
SMILES,mHTT-CaM PPI inh,Pf apPOL inh
Cn1ncc([N+](=O)[O-])c1/C=C/N1CCOCC1,-4,2
C=CCN1CC(c2nc3ccccc3[nH]2)CC1=O (stereo not given),-4,-1

# Next part
SMILES,mHTT-CaM PPI inh,Pf apPOL inh
Cn1c(=O)c([N+](=O)[O-])c(N2CCN(C(c3ccccc3)c3ccccc3)CC2)c2ccccc21,13,-4
C=CCSc1nc(N2CCOCC2)c2c(c1C#N)CC(C)(C)SC2,-9,1
CC1CCN(Cc2csc(N3CCN(C(=O)c4cc(F)ccc4F)CC3)n2)CC1,14,-4
CC(=O)Nc1ccc(NC(=O)c2ccccc2F)cc1,-6,-1
CN1C(=O)S/C(=C/c2ccc(OCc3cccc([N+](=O)[O-])c3)cc2)C1=O,7,-3
O=C(c1ccco1)N1CCN(Cc2ccc(Br)cc2)CC1,4,-13
COc1ccc2nc(Nc3nc(O)c(C)c(=O)[nH]3)nc(C)c2c1,-2,-11
N#Cc1cnc(SCc2ccc(Cl)cc2)nc1N,/,-29
CCOC(=O)CC[C@@H]1CC[C@]2(CCCN(C(=O)c3ccccc3)C2)O1,-11,-7
O=c1cc(CN2CCCCCCC2)nc(-c2ccccc2)[nH]1,2,-2
O=C1CSC(c2cccc([N+](=O)[O-])c2)N1c1ccc(O)cc1 (stereo not given),6,0
CCOCC(=O)Nc1cnc(-c2cccnc2)nc1,3,1
Cc1cccc(C)c1NCc1c(F)cccc1F,-6,-6
COC(=O)c1nn(-c2cccc(Cl)c2)cc(OC)c1=O,/,0
COc1ccc(C2Oc3ccccc3C3CC(c4ccccc4)=NN32)cc1 (stereo not given),-7,/
C=CCc1ccccc1OCCOCCN1CCCCC1,-2,-10
COc1cc(/C=C2\SC(=N)N(c3ccccc3OC)C2=O)ccc1O,36,2
Cc1cc(F)c(F)c(C(=O)N2CCOCC2)c1,-4,-18
O=C(CN1C(=O)C2(OCCCO2)c2ccccc21)NCc1ccccc1,-10,-7
O=C1OC(Nc2ccc(Cl)cn2)c2ccccc21 (stereo not given),-6,-2
O=C(CCS(=O)(=O)c1ccccc1)N(CCn1cccn1)c1nc2ccccc2s1,-10,-5
CC(=O)N1N=C(c2ccc(Br)cc2)CC1c1ccccc1F (stereo not given),2,-4
Cc1cc(S(=O)(=O)c2ccc(Cl)cc2)c(C)c(S(=O)(=O)N2CCOCC2)c1,-4,0
Cc1ccc(NC(=O)O[C@@H]2C[C@H]3C[C@@H]2[C@H]2CCCCN2[C@H]3Cc2ccccc2)cc1,-15,-11
Cc1cccc(C(=O)N2CCCC(C(=O)Nc3ccc(F)cc3)C2)c1 (stereo not given),30,-12

# Carrying on.
SMILES,mHTT-CaM PPI inh,Pf apPOL inh
O=C(NCC(=O)N1CCOCC1)c1ccccc1,-1,1
CC(C)N1CCC(CNS(=O)(=O)c2ccc(F)c(Cl)c2)CC1,6,0
O=C(c1ccccc1Br)N1N=C(c2ccccc2)CC1(O)C(F)(F)F (stereo not given),12,-4
Cc1cc(C(=O)N2CC(C(=O)NCc3ccc(S(N)(=O)=O)cc3)C2)no1,-12,0
Cc1c(Cl)cccc1S(=O)(=O)N1CCc2c(c(COc3ccccc3)nn2C)C1,-8,-3
CCOc1cc(C2C3=C(CCCC3=O)Nc3ccc4ncccc4c32)ccc1O (stereo not given),2,0
Cc1cccc(C(=O)NC2CCN(c3ccccc3C(=O)NC(C)C)CC2)c1,5,4
CCCCN(CC)S(=O)(=O)c1cc(C(=O)Nc2ccccc2OCC)ccc1F,-41,-4
CCCN1C(=O)CCc2cc(C(=O)NCCN3CCCC3)ccc21,15,-1
COc1ccc(CNC(=O)C2(C)CCCN(C(=O)c3ccccc3Br)C2)cc1 (stereo not given),1,6
COc1ccc(C(=O)N2CCC(n3c(-c4ccoc4)nc4cccnc43)C2)cc1F (stereo not given),63*,4
COc1ccc(C2=N/C(=C\c3cccc(OC)c3OC)C(=O)O2)cc1[N+](=O)[O-],2,3
CCOc1ccc(OCCCCOc2ccccc2C=O)cc1,-12,-13
CCOC(=O)Oc1cc2oc(=O)sc2cc1Br,22,7
CNC(=O)c1cc(N2CCN(C)CC2)nc2c(C)cccc12,3,-2
COc1ccc(Oc2ccc(C(F)(F)F)cc2NS(=O)(=O)c2cccc3nonc23)cc1,/,-12
Cc1cccc(NC(=O)CCCCCNC(=O)C(F)(F)F)c1,-7,-2
COc1cccc(NC(=O)C2C3C=CC(C4CC34)C2C(=O)O)c1 (stereo not given),-3,-5
CN1C(=O)CCC2(CNC(=O)COc3cccc(Cl)c3)CCCC12 (stereo not given),-4,-1
CC(C)Oc1ccc(CN2CCc3nc(Nc4ccc5c(c4)OCO5)ncc3C2)cc1,80*,2
O=c1c2c(ncn2Cc2ccc(F)c(F)c2)n(-c2ccc(F)cc2)c(=O)n1C1CC1,-9,-3
COc1cc(OC)cc(C(=O)Nc2ccc(N3CCN(C(=O)c4ccccc4)CC3)cc2)c1,3,-9
CCc1ccc(C(=O)N2CCC(COc3ccccc3C(=O)N3CCCC3)CC2)cc1,0,-2
CC(C)CNC(=O)c1cc(-c2cccc(F)c2)ns1,-12,-1
Nn1cnc2c(c1=O)C1(CCCC1)Cc1ccccc1-2,4,0

# Five entries from above, set out differently:
# Every second line gives: mHTT-CaM PPI inh | Pf apPOL inh
O=c1c2c(ncn2Cc2ccc(F)c(F)c2)n(-c2ccc(F)cc2)c(=O)n1C1CC1
  -9 | -3
COc1cc(OC)cc(C(=O)Nc2ccc(N3CCN(C(=O)c4ccccc4)CC3)cc2)c1
  3 | -9
CCc1ccc(C(=O)N2CCC(COc3ccccc3C(=O)N3CCCC3)CC2)cc1
  0 | -2
CC(C)CNC(=O)c1cc(-c2cccc(F)c2)ns1
  -12 | -1
Nn1cnc2c(c1=O)C1(CCCC1)Cc1ccccc1-2
  4 | 0

# Compounds above containing a cyano group (3):
SMILES,mHTT-CaM PPI inh,Pf apPOL inh
Cc1nn(-c2ccccc2)c2c1C(c1cccc([N+](=O)[O-])c1)C(C#N)=C(N)O2 (stereo not given),13,-4
C=CCSc1nc(N2CCOCC2)c2c(c1C#N)CC(C)(C)SC2,-9,1
N#Cc1cnc(SCc2ccc(Cl)cc2)nc1N,/,-29

# (continued)
SMILES,mHTT-CaM PPI inh,Pf apPOL inh
COc1cc(C(c2oc(CO)cc(=O)c2O)c2oc(CO)cc(=O)c2O)cc(OC)c1OC,5,-18
COc1ccc(C(=O)Nc2nc(CC(=O)Nc3ccc4c(c3)OCCO4)cs2)cc1,17,-2
O=C(c1cccs1)N1CCN(Cc2ccccc2)CC1,-5,2
CN1c2ccc(Cl)cc2C(=O)NC12CCN(C(=O)NC1CCCCC1)CC2,-11,10
Cc1ncc(CO)c2cc(C(N)=O)c(=Nc3ccc(-c4ccccc4)cc3)oc12,9,-2
NC(=O)c1ccc(NC(=O)Cn2cc(OCc3ccc(F)cc3)c(=O)cc2CO)cc1,-2,-6
CCCN1C(=O)C(C)(C)COc2cc(NC(=O)c3ccc([N+](=O)[O-])cc3Cl)ccc21,10,0
CCOc1ccc(C(=O)Nc2ccc(S(=O)(=O)Nc3nccs3)cc2)cc1,-7,-3
CC12COC3(C(=O)N4CCCCCC4)CC1CCC32C (stereo not given),-14&-3&-4,2&-1&-8
CCN(CC)c1ccc(/C=C2\SC(=O)N(CN3CCOCC3)C2=O)cc1,10,-7
Cn1c(=O)c(-c2nc(-c3ccc(Br)cc3)no2)c(O)c2ccccc21,-7,-2
O=C(c1cccs1)N1CCCN(S(=O)(=O)c2cccc(Cl)c2Cl)CC1,/,-11
O=C1C2C3C=CC(C3)C2C(=O)N1c1ccc2c(c1)OCCO2 (stereo not given),-7,/
COCCn1ccc2c(OCC(=O)Nc3cccc([N+](=O)[O-])c3)cccc2c1=O,-19,-4
CCOC(=O)N1CCC2(CC1)N=C(c1ccc(C)cc1)CC(c1cc(Cl)ccc1O)N2 (stereo not given),3,3
O=C(Nc1nc2ccccc2s1)c1cccs1,-3,-3
Cc1ccc(S(=O)(=O)N2CCC(C(=O)NCc3cscn3)CC2)cc1,-8,-3
CCCn1cc(C2=CCN(S(=O)(=O)c3ccccc3CC)CC2)c2cccnc21,23,-1
O=S(=O)(c1ccccc1)c1nc(-c2ccccc2)oc1N1CCOCC1,1,-3
S=C1NC2CCCCC2N1 (stereo not given),-5,/
CCCOC(=O)c1ccc(Oc2c(C)oc3c(CN4CCN(C)CC4)c(O)ccc3c2=O)cc1,8,-3
COc1c(Br)cc(C(N)=NOC(=O)c2cccnc2SC)cc1Br,/,-9
CCCC(=O)Nc1ccc(NC(=O)COc2ccc(CC)cc2)cc1,-9,-10
O=C(O)CSc1nnc(-c2ccccc2)n1-c1ccccc1,-3,-1
CC(=O)N(Cc1ccc2c(c1)OCO2)Cc1cc(-c2ccc(C)cc2C)on1,61*,-3
COc1cccc(NC(=S)Nc2ccc(Br)cc2Cl)c1,/,0
CS(=O)(=O)N1CCC(C(=O)N2CC(c3nc(-c4ccccn4)no3)C2)CC1,-15,-7
